# Compound activity deposited in PubChem by NCI.
# Growth percent in the NCI-60 one-dose screen (48 h, 10 µM unless noted): 100 = growth as untreated, 0 = no growth, -100 = all killed.
# OVCAR-5 – OVCAR-5 ovarian cancer; AID 1794783; 82,000 compounds, 2.9% hits
# OVCAR-3 – OVCAR-3 ovarian cancer; 79,000 compounds, 7% hits; AID 1794787
# NCI-H522 – NCI-H522 lung cancer; 78,000 compounds, 8% hits; AID 1794739
# NCI-H322M – NCI-H322M lung cancer. AID 1794733. 80,000 compounds, 2.7% hits
# NCI/ADR-RES – NCI/ADR-RES ovarian cells; 81,000 compounds, 4.4% hits; AID 1794790
# NCI-H23 – NCI-H23 lung cancer. 80,000 compounds, 4% hits. AID 1794731
# NCI-H460 – NCI-H460 lung cancer; 82,000 compounds, 6.8% hits; AID 1794736
# NCI-H226 – NCI-H226 lung cancer; 79,000 compounds, 3.5% hits; AID 1794732
# OVCAR-8 – OVCAR-8 ovarian cancer; AID 1794782; 81,000 compounds, 4.4% hits
# Starred values were filed as active, the others as inactive; nt = no result given; & = joins results of further samples. Rule for the calls: active = growth percent below 10; inactive = the rest.
# The line under a structure holds: OVCAR-5, OVCAR-3, NCI-H522, NCI-H322M, NCI/ADR-RES, NCI-H23, NCI-H460, NCI-H226, OVCAR-8
CC(C)C(C(=O)NCCN1CCOCC1)N1C(=O)/C(=C/c2ccc(Br)cc2)SC1=S (centres undefined)
  102, 104, 96, 100, 97, 98, 101, 107, 108
CNC(=O)c1cc(Oc2ccc3nc(NC(=O)NC(C)C)sc3c2)ccn1
  117, 97, 59, 95, 65, 88, 87, 79, 88
CNC(=O)C(O)C(Cc1ccccc1)NC(=O)c1[nH]c2ccccc2c(=O)c1C (centres undefined)
  102, 105, 98, 105, 104, 96, 107, 97, 101
C[C@H]1OCC2(CCN(c3cnc(C(=O)Nc4cc(F)cc5cccnc45)cn3)CC2)[C@H]1N
  74, 19, 32, 81, 72, 75, 89, 80, 78
O=C(CCc1c[nH]c2ccccc12)Nc1nnc(Cc2ccccc2)s1
  90, 101, 70, 102, 96, 97, 108, 84, 106
CC1=CC(C)(C)NC(=S)N1c1ccccc1C
  88, 106, nt, 122, 109, 110, 104, 103, 103
Cc1cnc(C)[nH]1
  102, 96, 92, 96, 99, 88, 109, 96, 102
COc1cc(C(=O)/C=C/c2ccc3nc(-c4ccc(C(F)(F)F)cc4)sc3c2)cc(OC)c1OC
  91, 127, 98, 100, 104, 97, 100, 121, 105
COc1c2c(c(OC)c3c(=O)ccoc13)OCO2
  103, 111, 97, 92, 108, 99, 110, 117, 100
CC(=O)OCC(COC(C)=O)OC(C)=O
  nt, 107, 104, 100, 97, 99, 106, 84, 101
Cc1cc(C(O)CN(C)C)cc2c1ccc1cc(C(C)C)ccc12 (centres undefined)
  49, 65, -25*, -10*, 60, 30, -36*, 34, -46*
O=c1[nH]c2cc(O)ccc2c2ccccc12
  89, 97, 94, nt, 88, 89, 100, 89, 90
NC(=O)c1c(NC(=O)c2ccc3c(c2)OCO3)sc2c1CCC1(C2)OCCO1
  96, 104, 81, 95, 97, 97, 100, 107, 103
CC(C)(c1ccc(O)cc1)c1ccc(O)cc1
  110, 105, 82, 109, 97, 96, 100, 83, 101
Cc1ccc(Cl)cc1N1CCN(C(=O)[C@H]2C[C@H]2c2ccc(F)cc2)CC1
  94, 99, 67, 102, 87, 79, 92, 78, 95
NS(=O)(=O)c1ccc(N2N=C(c3ccc(NC(=O)Nc4ccccc4)cc3)CC2c2ccc(Cl)cc2)cc1 (centres undefined)
  87, 49, 57, 73, 48, 63, 64, 48, 67
N#C/C(=C\c1ccc(-c2ccc(Br)cc2)o1)c1nc(-c2ccccc2)cs1
  98, 112, 91, 96, 106, 89, 108, 93, 97
COc1ccc2nc(SCC(=O)Nc3ccccc3C)[nH]c2c1
  100, 107, 88, 90, 99, 101, 104, 92, 94
CCOC(=O)CCN(CCC(=O)OCC)C(C)C
  111, 113, 92, 102, 106, 103, 113, 106, 96
Cc1ccc2sc3c(c2c1)OC(N)=C(C#N)C3c1cccc(F)c1 (centres undefined)
  14, nt, -34*, 43, 5.8*, 22, -13*, -22*, 4.8*
N/C(=N\N=C\c1cc2ccccc2[nH]1)N/N=C/c1cc2ccccc2[nH]1
  109, 94, 98, 100, 100, 96, 96, 94, 97
CC1=NC=NC2C(=O)NN=C(C)C12 (centres undefined)
  96, 121, 81, 101, 99, 96, 110, 92, 125
COc1ccc(CNc2ccc3nc(NC(=O)CN4CCCCC4)sc3c2)cc1
  98, 92, 81, 96, 84, 74, 97, 78, 90
Cc1ccc2nc(-c3ccccc3)nn2c1
  111, 117, 93, 89, 110, 97, 115, 102, 100
CCOC(=O)c1nn(-c2ccccc2)/c(=N/N=Cc2cn(-c3ccccc3)nc2-c2cc3ccccc3oc2=O)s1
  102, 103, 91, 100, 105, 110, 116, 97, 90
Cc1cc(-c2nc3ccccc3s2)c(=O)n(NS(=O)(=O)c2ccccc2)c1C
  99, 105, 91, 99, 98, 95, 101, 87, 102
Cc1cc(N2CCC(C)CC2)nc(-n2nc(C)cc2C)n1
  90, 112, 99, 97, 86, 101, 98, 85, 99
CN1CCN(CC(=O)Nc2nc3c(s2)Nc2cc(Cl)c(Cl)cc2NC3=O)CC1
  113, 115, 77, 94, 109, 106, 104, 96, 99
C/C(=C(/c1ccc(Cl)cc1)c1ccc(OCCN)cc1)c1ccc(O)cc1
  96, 107, 98, 93, 105, nt, 100, 109, 97
CCN1C(=O)N(c2ccccc2)C2N=c3s/c(=C4\C(=O)N(C(C)C)c5ccccc54)c(=O)n3NC21 (centres undefined)
  104, 116, 83, 111, 99, 97, 105, 91, 107
CCN(CC)CC(O)Cc1ccc(OC)cc1 (centres undefined)
  106, 125, 98, 121, 113, 108, 117, 99, 110
O=C(O)c1ccc2c(c1)Cc1ccccc1-2
  97, 109, 87, 96, 102, 101, 102, 95, 103
CS(=O)(=O)Nc1cc(-c2ccc3ncc(C#N)c(N[C@H](CO)c4ccccc4)c3c2)cnc1Cl
  74, 24, 26, 78, 98, 45, 74, 56, 56
COc1ccccc1Nc1nnc(-c2ccc(F)cc2)o1
  98, 101, 77, 100, 97, 94, 104, 96, 105
Nc1nc(Cl)cc(Nc2ccccc2Br)n1
  99, 99, 86, 88, 98, 99, 104, 95, 104
S=C1NCC(c2ccccc2)S1 (centres undefined)
  101, 108, nt, nt, 107, 110, 107, 106, 101
FCc1nc2nc(Cl)c(Cl)nc2[nH]1
  93, 108, 96, 113, 107, 99, 108, 104, 102
O=C1C(Cl)=C(Cl)C(=O)C(Cl)(Cl)C1(Cl)Cl
  104, 115, 95, 118, 100, 98, 118, 98, 99
C[C@@H]1CC[C@@H]2[C@@H]1[C@H](OC(=O)/C=C/c1ccccc1)[C@]1(c3ccccc3)C[C@@H](NC(=O)CO)[C@@]2(C)O1
  98, 108, 82, 98, 93, 98, 105, 89, 94
CO/N=C(/C)c1ccc(NC(=O)CSc2nnc(-c3ccncc3)n2-c2ccccc2)cc1
  79, 29, -8.1*, 85, 0.0*, 47, 16, 24, 1.5*
N#Cc1c(-c2ccc(F)cc2)nc(SCc2ccc(F)cc2)nc1N1CCNCC1
  0.5*, -35*, -70*, 36, -39*, -61*, -85*, 77, -84*
NS(=O)(=O)Oc1ccc(C(=O)NC23CC4CC(CC(C4)C2)C3)cc1Cl
  103, 100, 96, 92, 106, 100, 102, 100, 98
CCn1c2ccc(N(C)C)cc2c2cc(N(C)C)ccc21
  100, 5.9*, 77, 95, 98, 92, 100, 97, 97
O=C1CSC2=NCCN12
  97&116, 122&102, 99&59, 94&102, 102&95, 90&88, 99&96, 86&102, 107&96
N#C/C(=C\c1cc2ccccc2[nH]1)c1cc(-c2ccc(Cl)cc2)n[nH]1
  122, 111, nt, 106, 105, 114, 91, 92, nt
CCOc1cc2ncc(C#N)c(Nc3ccc(F)c(Cl)c3)c2cc1NC(=O)CC(CCSCc1ccccc1)SCc1ccccc1 (centres undefined)
  107, 98, 63, 87, 97, 104, 100, 92, 97
NC(=O)c1c2c(c3ccc4c5ccccc5ccc4n13)C(=O)c1ccccc1C2=O
  115, 124, 103, 102, 99, 95, 118, 105, 112
[O-][n+]1onc(-c2ccccc2)c1-c1nnc(-c2ccccn2)c(-c2ccccn2)n1
  143, 111, 87, 100, 99, 98, 105, 101, 102
Cc1ccc(N(C)c2cc(NC3CC3)n3ncc(C#N)c3n2)cc1N(C)C(=O)C1CC1
  98, 95, 83, 66, 102, 92, 76, 80, 79
O=C(c1ccccc1)c1c2ccccc2cc2ccccc12
  99, 93, 101, 86, 94, 94, 107, 91, 95
Brc1cnc2[nH]cc(-c3nnc(-c4ccccc4)o3)c2c1
  97, 70, 77, 78, 80, 79, 81, 66, 85
COc1ccc(-c2nc(N)nc(C)c2-c2ccc(Cl)cc2)c(O)c1
  101, 97, 84, 91, 95, 95, 101, 94, 93
CCCn1cnc2c(SCCc3ccccc3)nc(N)nc21
  104, 115, 101, 105, 97, 110, 108, 98, 103
Cc1ccc(C)c2c1CCC(C)C2=O (centres undefined)
  106, 108, 98, 98, 110, 103, 116, 99, 105
CCOc1ccc(/C=C2\Oc3cc(C)c(Cl)cc3C2=O)cc1
  122, 121, 98, 112, 109, 105, 100, nt, 105
COc1ccc(SC2c3cc(OC)c(OC)cc3Oc3nc(N)c(C#N)c(N)c32)cc1 (centres undefined)
  -72*, -96*, -72*, -95*, -16*, -61*, -70*, -71*, -85*
Cc1c(-c2ccccc2)nc(SCC(=O)Nc2nc(-c3ccc(Cl)cc3)cs2)n1Nc1ccccc1
  94, 87, 71, 89, 52, 56, 49, 81, 82
O=C(/C=C/c1ccco1)c1ccccc1O
  101, 97, 88, 105, 98, 93, 108, 100, 104
COc1cc(/C=C(\C#N)C(=O)c2ccccc2)ccc1OCc1ccccc1
  103, 101, 98, 92, 98, 91, 101, 92, 108
CCN(CC)Cc1nc2ccccc2c(=O)n1/N=C/c1ccc([N+](=O)[O-])cc1
  100, 112, 98, 109, 111, 103, 107, 102, 105

# Additional records:
# The line under a structure holds: OVCAR-5, OVCAR-3, NCI-H522, NCI-H322M, NCI/ADR-RES, NCI-H23, NCI-H460, NCI-H226, OVCAR-8
O=C(O)c1ccc(/C=N\N2CCCCCC2)cc1
  106, 113, nt, 105, 110, 112, 112, 106, 110
COc1cc2c(cc1OC)C(=O)/C(=C/c1cccc(/C=C/c3ccc4ccc(Cl)cc4n3)c1)C2
  81, 91, 40, nt, 77, 53, 36, 74, 46
FC(F)(F)C1=NNC(c2ccc3ccccc3c2)=NN1
  97, 101, 97, 103, nt, 94, 101, 87, 97
Cn1c(NCCO)nc(-c2cccc([N+](=O)[O-])c2)c(C#N)c1=O
  93, 114, 89, 108, 103, 98, 103, 97, 98
Cc1ccc(N/N=C(/C(=O)c2ccc(Cl)cc2)c2nc(C)cc(=O)[nH]2)cc1
  122, 96, nt, 106, 103, 111, 105, 107, 101
CC(=O)Nc1ccc(S(=O)(=O)CCc2ccccn2)cc1
  105, 107, 77, 92, 106, 101, 103, 108, 97
COC(=O)c1nc(N)nc(C(=O)OC)c1C(=O)c1ccccc1
  107, 117, 110, 105, 102, 97, 137, 112, 106
COc1ccc(-c2ccn(CC(O)CN3CCOCC3)n2)cc1OC1CCCC1 (centres undefined)
  100, 106, 82, 101, 97, 98, 102, nt, 94
O=C1C=CC(=O)N1CCc1ccccc1
  100&106, 104, 91&99, 100&99, 109&108, 101&96, 104&105, 102&107, 103&106
COc1ccc2[nH]c(O)c(N=NC(=O)Cc3c[nH]c4ccccc34)c2c1
  105, 106, 78, 94, 90, 92, 95, nt, 92

# Part of the list above in order of length of the SMILES, highest first.
# The line under a structure holds: OVCAR-5, OVCAR-3, NCI-H522, NCI-H322M, NCI/ADR-RES, NCI-H23, NCI-H460, NCI-H226, OVCAR-8
COc1cc2c(cc1OC)C(=O)/C(=C/c1cccc(/C=C/c3ccc4ccc(Cl)cc4n3)c1)C2
  81, 91, 40, nt, 77, 53, 36, 74, 46
Cc1c(-c2ccccc2)nc(SCC(=O)Nc2nc(-c3ccc(Cl)cc3)cs2)n1Nc1ccccc1
  94, 87, 71, 89, 52, 56, 49, 81, 82
Cc1ccc(N/N=C(/C(=O)c2ccc(Cl)cc2)c2nc(C)cc(=O)[nH]2)cc1
  122, 96, nt, 106, 103, 111, 105, 107, 101
CCN(CC)Cc1nc2ccccc2c(=O)n1/N=C/c1ccc([N+](=O)[O-])cc1
  100, 112, 98, 109, 111, 103, 107, 102, 105
COc1ccc(SC2c3cc(OC)c(OC)cc3Oc3nc(N)c(C#N)c(N)c32)cc1 (centres undefined)
  -72*, -96*, -72*, -95*, -16*, -61*, -70*, -71*, -85*
COc1ccc2[nH]c(O)c(N=NC(=O)Cc3c[nH]c4ccccc34)c2c1
  105, 106, 78, 94, 90, 92, 95, nt, 92
Cn1c(NCCO)nc(-c2cccc([N+](=O)[O-])c2)c(C#N)c1=O
  93, 114, 89, 108, 103, 98, 103, 97, 98
COc1cc(/C=C(\C#N)C(=O)c2ccccc2)ccc1OCc1ccccc1
  103, 101, 98, 92, 98, 91, 101, 92, 108
COc1ccc(-c2ccn(CC(O)CN3CCOCC3)n2)cc1OC1CCCC1 (centres undefined)
  100, 106, 82, 101, 97, 98, 102, nt, 94
COc1ccc(-c2nc(N)nc(C)c2-c2ccc(Cl)cc2)c(O)c1
  101, 97, 84, 91, 95, 95, 101, 94, 93
COC(=O)c1nc(N)nc(C(=O)OC)c1C(=O)c1ccccc1
  107, 117, 110, 105, 102, 97, 137, 112, 106
CCOc1ccc(/C=C2\Oc3cc(C)c(Cl)cc3C2=O)cc1
  122, 121, 98, 112, 109, 105, 100, nt, 105
CC(=O)Nc1ccc(S(=O)(=O)CCc2ccccn2)cc1
  105, 107, 77, 92, 106, 101, 103, 108, 97
FC(F)(F)C1=NNC(c2ccc3ccccc3c2)=NN1
  97, 101, 97, 103, nt, 94, 101, 87, 97
O=C(c1ccccc1)c1c2ccccc2cc2ccccc12
  99, 93, 101, 86, 94, 94, 107, 91, 95
CCCn1cnc2c(SCCc3ccccc3)nc(N)nc21
  104, 115, 101, 105, 97, 110, 108, 98, 103
O=C1C=CC(=O)N1CCc1ccccc1
  100&106, 104, 91&99, 100&99, 109&108, 101&96, 104&105, 102&107, 103&106
Cc1ccc(C)c2c1CCC(C)C2=O (centres undefined)
  106, 108, 98, 98, 110, 103, 116, 99, 105

# As entered above.
# COc1ccc(-c2ccn(CC(O)CN3CCOCC3)n2)cc1OC1CCCC1 (centres undefined) – NCI-H322M = 101
# CC1=NC=NC2C(=O)NN=C(C)C12 (centres undefined) – NCI-H322M = 101
